RmlCD inh 1536: M. tuberculosis RmlC/RmlD inhibition; 0.03% of 160,000 active; P9WH09+P9WH11; inhibition, % at 3.6 µM; RmlC+RmlD coupled enzyme assay, percent inhibition; primary screen in compound mixtures; in the data active means inhibition mostly above about 34%, no sharp cut-off; inconclusive means no clear call, values can overlap the other calls; inactive means mostly below about 22%; further: some results filed as inactive read as strong as hits
Target sequence (P9WH09 whole entry, looked up): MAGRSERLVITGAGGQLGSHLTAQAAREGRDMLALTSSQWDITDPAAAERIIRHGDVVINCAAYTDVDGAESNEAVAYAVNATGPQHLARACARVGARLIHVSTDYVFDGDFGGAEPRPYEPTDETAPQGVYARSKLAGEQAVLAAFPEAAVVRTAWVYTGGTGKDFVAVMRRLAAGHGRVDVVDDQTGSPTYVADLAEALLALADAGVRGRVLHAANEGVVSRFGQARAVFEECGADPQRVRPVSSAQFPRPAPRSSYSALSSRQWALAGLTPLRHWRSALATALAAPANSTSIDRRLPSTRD
Target sequence (P9WH11 whole entry, looked up): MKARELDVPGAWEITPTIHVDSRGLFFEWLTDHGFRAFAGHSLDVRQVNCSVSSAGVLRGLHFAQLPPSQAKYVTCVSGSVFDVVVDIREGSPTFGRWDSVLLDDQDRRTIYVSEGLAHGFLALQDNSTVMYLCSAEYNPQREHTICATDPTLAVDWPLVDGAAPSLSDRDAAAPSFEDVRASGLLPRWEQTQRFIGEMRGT
M. tuberculosis GlmU: inhibition of mycobacterial GlmU enzyme – biochemical, glucosamine-1-phosphate acetyltransferase (AID 1376); one-dose inhibition, %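 (tested at 30 µM in the primary screen)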; IC50 in µM for titrated hits; 0.25% of 220,000 active; M. tuberculosis GlmU acetyltransferase enzyme assay; higher % means a stronger effect; in the data active means inhibition above about 13%; inconclusive means no clear call, values can overlap the other calls;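 further: 0% = complete reaction with vehicle and 100% = reaction without substrate; strong numbers were not always called active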
Numbers without * were called inactive; ? = inconclusive; · = no result given. A portion of the library; the hit share may differ from the screen's.

SMILES	RmlCD inh 1536	M. tuberculosis GlmU
O=C(Cn1nnc(-c2ccccc2)n1)NCc1ccccc1	·	3.0%
COc1ccc(Nc2nnc(-c3ccccc3)c3ccccc23)cc1C(=O)N1CCCCC1	-5	3.5%
CN1C(C(=O)NCc2ccc(OC(F)(F)F)cc2)CC2Cn3c(nc4ccccc43)C21 (stereo not drawn)	·	-2.1%
CCCNC(=O)c1ccccc1NC(=O)c1ccc(CSc2ccccc2)cc1	-5	-4.4%
C=CCc1ccc(OCCCOc2ccc(C)cc2OC)c(OC)c1	·	-8.7%
COc1ccc(S(=O)(=O)N(CC(=O)NC2CC2)c2ccc(C)cc2)cc1OC	·	-2.7%
Cc1ccc(-n2c(C)nc3ncnc(-c4ccccc4)c32)cc1	19	-1.4%
O=c1cc2c(nn1Cc1ccc(Cl)cc1Cl)-c1ccccc1CC2	·	-1.5%
O=C(C(=C1NCCN1)n1cncn1)c1ccccc1	·	6.9%
COc1ccccc1N1CCN(C(=O)COc2ccc(Cl)cc2)CC1	·	0.1%
CC(C)C(O)(C#CCN1CCCCC1)c1ccccc1 (stereo not drawn)	-15	0.3%
Cc1ccccc1CN1CCN(CC(=O)NCCCN2CCN(c3ccc(F)cc3)CC2)C1=O	23	3.8%

Sorted by length of the SMILES (smallest number first): part of the list above
SMILES	RmlCD inh 1536	M. tuberculosis GlmU
O=c1cc2c(nn1Cc1ccc(Cl)cc1Cl)-c1ccccc1CC2	·	-1.5%
COc1ccc(Nc2nnc(-c3ccccc3)c3ccccc23)cc1C(=O)N1CCCCC1	-5	3.5%
CN1C(C(=O)NCc2ccc(OC(F)(F)F)cc2)CC2Cn3c(nc4ccccc43)C21 (stereo not drawn)	·	-2.1%

Next part.
SMILES	RmlCD inh 1536	M. tuberculosis GlmU
O=C(COC(=O)c1cccc(Oc2ccccc2)c1)NCc1ccco1	-13	-0.7%
O=C(CCC(=O)c1cccs1)NCc1cccnc1	-2	-5.5%
CCOc1cccc(C(=O)NC(=S)NCc2cccnc2)c1	-9	-4.4%
CC(=O)Nc1cccc(Oc2cc(C#N)c(C#N)cc2N2CCOCC2)c1	11	0.8%
COc1ccc(OCCSc2ncnc3nc[nH]c23)cc1	10	0.0%
O=C(CCCn1c(SCC(=O)NCC2CCCO2)nc2ccccc2c1=O)NCC1CCCO1 (stereo not drawn)	·	-1.1%
Cc1ccc(C(=O)N/N=C\c2ccc([N+](=O)[O-])s2)cn1	5	-1.2%
Cc1ccc(/C=C/C(=O)c2ccc(C)cc2)cc1	·	-3.0%
CCN(CC)S(=O)(=O)c1ccc(C)c(NC(=O)CN2CCN(C)CC2)c1	4	0.7%
Cc1ccc(NC(=O)CSc2nnc(Cc3ccccc3)o2)cc1	-8	1.7%
Cc1cccc(C)c1NC(=O)Cn1nnnc1N	9	1.8%
Cc1cccc2c(N=Nc3ccc(S(=O)(=O)Nc4cccc(Cl)c4)cc3[N+](=O)[O-])c(O)[nH]c12	-1	-3.1%
Cc1sc2nc(CN3CCN(S(=O)(=O)c4cccc5nonc45)CC3)[nH]c(=O)c2c1C	7	0.4%
CCC1S/C(=N/N=C/c2ccco2)N(c2ccc(F)cc2)C1=O (stereo not drawn)	7	3.4%
NC(=NCCc1ccc(Cl)cc1)NS(=O)(=O)c1ccc(F)cc1	3	-1.9%
CCc1c(C)nc2[nH]nc(-c3ccccc3C)n2c1=O	-1	-1.0%
CC/C(=N\NC(=S)Nc1ccccc1)c1c(O)[nH]c(=O)[nH]c1=O	-14	1.4%
CCOC(=O)c1c(C)[nH]c(C)c1C(=O)COC(=O)C1CCCN1S(=O)(=O)c1ccccc1F (stereo not drawn)	11	·
O=C1CCCN1C(=O)CCC(=O)N1CCCC1=O	7	7.3%
CCc1ccc(N2C(=O)CC(NNc3nc4ccccc4s3)C2=O)cc1 (stereo not drawn)	10	-9.5%
CCOC(=O)C1=C(C)NC(=O)NC1C(C)C (stereo not drawn)	·	-2.1%
C=CCn1c(SCC(=O)N2c3ccccc3Sc3ccccc32)nnc1-c1ccco1	-2	5.5%
COc1ccc(/C=N/NC(=O)c2cccc(C(F)(F)F)c2)cc1	-5	-1.0%
COC(=O)N=Nc1c(O)[nH]c2ccc(Br)cc12	8	-1.6%
CC(=O)Nc1ccccc1C(=O)OCC(=O)c1ccc2c(c1)OCCO2	7	1.3%
N#CC(C#N)=C1C=CC=CN1/C(=C\c1ccco1)C(=O)c1ccccc1	·	-5.9%
CS(=O)(=O)c1ccc2nc(NC(=O)Oc3ccccc3)sc2c1	·	3.3%
COc1ccccc1NS(=O)(=O)c1ccc(O)c(C(=O)OCc2cccc([N+](=O)[O-])c2)c1	·	-2.5%
Clc1ccc(-c2csc(N/N=C/c3ccco3)n2)cc1	7	-6.7%
COc1ccc(-c2cc(C(F)(F)F)n3ncc(C(=O)NCC4CCCO4)c3n2)cc1OC (stereo not drawn)	-11	-1.8%
Cc1nn(CC(N)=O)c(=O)c2ccccc12	1	1.0%
CC(NC(=O)c1ccccc1Cl)c1nnc(SCC(=O)Nc2ccc(C(=O)O)cc2)n1C (stereo not drawn)	·	-1.0%
CC1=C(C(=O)OC(C)C)C(c2cncc(-c3ccc(F)cc3)c2)C(C#N)=C(N)O1 (stereo not drawn)	6	1.4%
CCCCC(=O)NC(=S)NNC(=O)CCc1ccccc1	·	1.6%
COc1ccc(CCNS(=O)(=O)c2ccc(C(=O)NCc3ccco3)cc2)cc1OC	-4	-1.0%
Cc1cc(N2C(=O)C3CCCN3C2c2ccc(Cl)c(Cl)c2)no1 (stereo not drawn)	-8	6.8%
CCOC(=O)C(C(=O)OCC)C(Nc1ccccc1)c1ccccc1 (stereo not drawn)	·	1.3%
CCOC(=O)c1ccc(NC(=O)N2CCN(Cc3ccccc3)CC2)cc1	-1	1.9%
COc1ccc(CCN2C(=O)/C(=C\c3ccco3)SC2=S)cc1OC	·	2.7%
COc1ccc(CCNC(=O)C2CCC(=O)N2CCc2ccccc2)cc1OC (stereo not drawn)	9	-2.8%
CCOC(=O)c1ccc(NC(=O)N2CCN(Cc3cccc(F)c3)CC2)cc1	-4	0.2%
N#CCCn1cc(/C=N/NC(N)=S)c(-c2ccccc2)n1	-10	-1.6%
CCN(CC)C(=O)CSc1nnc2sc3ccccc3n12	·	-2.0%
CCC(=O)Nc1cccc(NC(=S)NC(=O)c2ccccc2)c1	4	3.8%
COc1ccc(-c2csc(NC(=O)c3ccc(OCC(=O)N4CCOCC4)c(OC)c3)n2)cc1	17	-4.9%
C=CCNc1oc(-c2cccs2)nc1S(=O)(=O)c1ccccc1	-7	-7.8%
O=C(O)c1n[nH]c2c1CCCCC2	-11	-0.2%
O=C(OCC1CC(c2ccccc2)=NO1)c1ccc(Cl)cc1 (stereo not drawn)	·	-4.4%
CCOC(=O)N1CCC(N2C(=O)c3ccc(C(=O)O)cc3C2=O)CC1	5	5.1%
CC1CCN(Cc2c(C#N)c3ccccc3n2C)CC1	-4	-1.1%
O=C(c1cc([N+](=O)[O-])ccc1N1CCN(S(=O)(=O)c2ccc(Cl)c(Cl)c2)CC1)N1CCOCC1	-9	2.9%
Cc1cccc(OC(C)c2ccnc3nc(/N=C/N(C)C)nn23)c1 (stereo not drawn)	-9	-1.0%
CCOc1cc(/C=N/NC(=O)CCc2n[nH]c(=O)[nH]c2=O)ccc1O	14	-1.6%
COc1ccc(OCC(O)CNC(=O)Nc2ccc(Cl)cc2)cc1 (stereo not drawn)	7	-0.2%
CN(C)c1ccc(C(CNC(=O)c2ccccc2F)c2c[nH]c3ccccc23)cc1 (stereo not drawn)	-5	-8.7%
Cc1ccc(Cl)c(NC(=S)N(CCCN2CCOCC2)Cc2ccco2)c1	-2	-0.6%
COc1ccc(C2C(C#N)=C(N)Oc3c2c(-c2ccccc2)nn3-c2ccccc2)c(OC)c1OC (stereo not drawn)	-10	-2.1%
CC1CC(=O)C2=C(C1)Nc1ccccc1SC2c1ccc(F)cc1 (stereo not drawn)	0	7.8%
CCOC(=O)C1CCCN(C(=O)Cc2ccc(OC)c(OC)c2)C1 (stereo not drawn)	10	6.2%
O=C(c1ccc2c(Cl)c3c(nc2c1)CCCC3)N1CCC(N2CCCCC2)CC1	·	-3.6%
The list continues.
SMILES	RmlCD inh 1536	M. tuberculosis GlmU
O=C(O)CCSc1ccc([N+](=O)[O-])cc1[N+](=O)[O-]	0	2.3%
FC(F)(F)c1ccc(-n2cn[nH]c2=S)cc1	20	-4.0%
CCOc1ccc(NC(=O)C2(c3ccc(OC)c(OC)c3)CCCC2)cc1	-10	0.7%
O=C(Cc1ccc(-n2c(=O)c3ccccc3n(Cc3ccccc3Cl)c2=O)cc1)NCC1CCCO1 (stereo not drawn)	-16	-0.4%
CCOC(=O)c1c(NC(=O)c2cccs2)sc2c1CC(C)(C)OC2	15	-3.3%
CC(C)Oc1ccc(Oc2ccc(C(F)(F)F)cn2)cc1	·	-2.2%
COc1cccc(CNC(=O)c2cc3oc4ccccc4c3n2C)c1OC	·	2.0%
O=C(OCn1nnc2ccccc2c1=O)c1cn(-c2ccccc2)nc1-c1cccnc1	-10	0.1%
CC(=O)Nc1nc2c(C)c(Cl)ccc2s1	-7	-1.3%
CCN(CC(=O)Nc1ccccc1-c1ccccc1)Cc1nc2ccccc2c(=O)[nH]1	-12	-0.5%
C=CCNc1nc(NCc2ccco2)nc(OCC)n1	-6	0.7%
COc1ccc(N2CCN(Cc3cc(=O)oc4cc5c(cc34)CCCC5)CC2)cc1	·	3.6%
N#C/C(=C\c1ccccc1O)C(=O)Nc1cccnc1	·	-1.1%
CC(NC(=O)/C(=C/c1ccc(OC(F)F)cc1)c1ccccc1)c1ccccc1 (stereo not drawn)	3	-1.1%
C/C(=N\Nc1cccc(C(=O)O)c1)c1ccc2c(c1)Nc1ccccc1S2	-10	13%
N#Cc1cc2c([nH]c1=S)CCCC2	·	4.2%
COc1ccc(C(=O)NC(=S)NCc2ccccc2)cc1	14	·
COc1ccc(-c2nc3c4c(ncn3n2)-c2ccccc2CC42CCCC2)cc1	·	-4.8%
CC1CCN(C(=O)CC2C(=O)Nc3c2c(=O)n(C)c(=O)n3Cc2ccccc2)CC1 (stereo not drawn)	22	2.6%
Nc1c(C(=O)NCCc2ccccc2)sc2nc(N3CCOCC3)c3c(c12)CCCC3	8	-2.8%
CCCCCCOC(=O)C(C#N)c1nc2ccccc2nc1N1CCOCC1 (stereo not drawn)	9	-3.7%
COc1ccc(O)c(C(=O)c2cnc3onc(C(C)C)c3c2)c1	9	1.2%
O=[N+]([O-])c1cccnc1NCCc1ccccc1	·	-0.3%
O=C(NC1CC1)C1=C[C@H](c2c[nH]c3ccccc23)C[C@H](OCc2ccc(CO)cc2)O1	·	2.1%

Fetched one by one from the list above:
SMILES	RmlCD inh 1536	M. tuberculosis GlmU
N#C/C(=C\c1ccccc1O)C(=O)Nc1cccnc1	·	-1.1%
COc1ccc(-c2nc3c4c(ncn3n2)-c2ccccc2CC42CCCC2)cc1	·	-4.8%
N#Cc1cc2c([nH]c1=S)CCCC2	·	4.2%
CC1CCN(C(=O)CC2C(=O)Nc3c2c(=O)n(C)c(=O)n3Cc2ccccc2)CC1 (stereo not drawn)	22	2.6%

Going on with the list.
SMILES	RmlCD inh 1536	M. tuberculosis GlmU
Cc1nnc2sc(SCc3cccc(Cl)c3)nn2c1=O	?	4.7%
Cc1ccc(NC(C(N)=O)c2c(C)[nH]c(=O)[nH]c2=O)cc1 (stereo not drawn)	11	12%
Cc1ccc(C)c(NC(=O)c2cc3ccccn3n2)c1	6	1.6%
COc1c(Br)cc(Br)cc1C(=O)O	·	-1.0%
C/C(=C\C(=O)O)CC(=O)O	6	2.1%
COc1ccc(OC)c(NC(=O)Cn2c(=O)oc3ccccc32)c1	·	-1.6%
COc1ccc2cc(C(c3nnnn3C3CCCC3)N3CCc4ccccc4C3)c(=O)[nH]c2c1 (stereo not drawn)	·	-0.9%
COC(=O)c1ccc(C2C(C(=O)Nc3ccc(C)cc3C)=C(C)Nc3ncnn32)cc1 (stereo not drawn)	6	-8.8%
COCCNC(=O)C(c1ccc(F)cc1)N(CCOC)C(=O)CCC(=O)Nc1nccs1 (stereo not drawn)	-6	0.1%
Cn1c(CN2CCN(C(=O)c3ccccc3Cl)CC2)nc2cc([N+](=O)[O-])ccc21	8	-2.2%
CN(c1ccccc1C(=O)NC1CC2CCC1C2)S(=O)(=O)c1ccccc1 (stereo not drawn)	·	-0.5%
CC1=C/C(=N\NC(=S)NCc2ccccc2)CC1	·	4.8%
CN(CC(=O)Nc1ccc(Cl)cc1)S(=O)(=O)c1cccc2cccnc12	7	7.5%
COC(=O)c1c(NC(=O)C(C)(C)C)csc1C	-12	0.3%
CC(C)CNS(=O)(=O)c1ccc(CCC(=O)N2CCN(c3ccccc3)CC2)cc1	·	-7.6%
COc1ccc(NS(=O)(=O)c2cc(NC(=O)c3nn(C)c(=O)c4ccccc34)ccc2OC)cc1	-10	1.5%
CC(C)(C)NC(=O)CN(Cc1ccc(F)cc1)C(=O)Cn1nnc(-c2ccc(F)cc2)n1	-10	-4.6%
C/C(Cc1ccccc1)=N\NC(=O)CNC(=O)c1ccccc1Cl	14	-6.3%
COc1ccc(CCn2c(C)cc(C(=O)CCl)c2C)cc1OC	10	-7.2%

A second format for part of the listing above:
COC(=O)c1c(NC(=O)C(C)(C)C)csc1C
  RmlCD inh 1536: -12
  M. tuberculosis GlmU: 0.3%

CC(C)CNS(=O)(=O)c1ccc(CCC(=O)N2CCN(c3ccccc3)CC2)cc1
  RmlCD inh 1536: ·
  M. tuberculosis GlmU: -7.6%

COc1ccc(NS(=O)(=O)c2cc(NC(=O)c3nn(C)c(=O)c4ccccc34)ccc2OC)cc1
  RmlCD inh 1536: -10
  M. tuberculosis GlmU: 1.5%

CC(C)(C)NC(=O)CN(Cc1ccc(F)cc1)C(=O)Cn1nnc(-c2ccc(F)cc2)n1
  RmlCD inh 1536: -10
  M. tuberculosis GlmU: -4.6%
